SENP1 FRET inh = SENP1 (human) catalytic domain inhibition | recombinant SENP1 catalytic domain, CyPet-SUMO1-YPet FRET cleavage | inhibition, % at 10 µM | Q9P0U3 | actives 0.21% (n = 360,000);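 active = inhibition at least 30% at 10 µM, raw YFP signal under a set limit, fluorescence ratio 0.5 to 1.5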;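 note: 0% = enzyme with DMSO and 100% = no enzyme wells; some results filed as inactive read as strong as hits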
Target sequence (Q9P0U3 419-644 limits assumed): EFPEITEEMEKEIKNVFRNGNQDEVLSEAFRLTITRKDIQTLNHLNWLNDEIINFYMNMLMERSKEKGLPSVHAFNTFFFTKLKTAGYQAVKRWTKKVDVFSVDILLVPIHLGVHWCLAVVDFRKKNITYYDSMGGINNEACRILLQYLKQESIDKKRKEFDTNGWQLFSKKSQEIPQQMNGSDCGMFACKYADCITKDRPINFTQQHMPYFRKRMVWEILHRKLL
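Material: hSENP1 catalytic domain, recombinant; medium: Tris pH 8 with BME, BSA, NP40 and catalase; compound: single concentration of 10 µM compound, 0.5% DMSO final; technique: FRET read of cyan and yellow fluorescence; timing: 50 min enzyme reaction, room temperature, light-protected; reagent: SFCypet-SUMO1-SFYpet substrate at 25 nM; control set: no-enzyme low, enzyme-DMSO high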
SENP8 block-1 = blocks human SENP8 cleavage of Nedd8 substrate; actives 0.64% (n = 360,000); AID 602440; Q96LD8; inhibition, % at 20 µM; recombinant SENP8, Nedd8 substrate fluorescence; in the data active = inhibition mostly above about 40%, no sharp cut-off; inactive = mostly below about 27%
Target sequence (Q96LD8 whole entry, looked up): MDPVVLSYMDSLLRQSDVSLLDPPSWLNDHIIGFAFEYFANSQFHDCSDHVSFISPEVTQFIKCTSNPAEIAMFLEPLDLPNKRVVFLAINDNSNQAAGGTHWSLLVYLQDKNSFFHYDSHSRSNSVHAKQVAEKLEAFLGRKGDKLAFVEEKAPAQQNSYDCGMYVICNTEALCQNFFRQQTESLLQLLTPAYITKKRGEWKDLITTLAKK
PfGluPho inh = PfG6PD (Plasmodium falciparum) enzyme inhibition; PfGluPho enzyme, NADPH resazurin-diaphorase fluorescence; inhibition, % at 20 µM; actives 0.78% (n = 350,000);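 active = inhibition reaching at least a set limit at 20 µM in the primary screen, cut at about 59% in these data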;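 note: 0% = DMSO wells with substrate and 100% = DMSO wells lacking glucose-6-phosphate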
beta cell repl = inducers of beta-cell replication in MIN6 cells; actives 0.29% (n = 330,000); proliferation, % at 10 µM; MIN6 cells proliferation, ATPlite luminescence, 48 h; cells starved in 0.2% serum; 100% = growth in 10% serum;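 active = compounds whose signal lies at least 3.5 SD above the mean of all wells on their plate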;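 note: 0% = DMSO-treated cells in low-serum medium and 100% = 10% serum control; some compounds called inactive have numbers as strong as hits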
SENP7 inh = SENP7 protease inhibition; Q9BQF6; recombinant SENP7, Z-RLRGG-aminoluciferin luminescence, 40 min; inhibition, % at 5 µM; actives 1.5% (n = 330,000);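 active = inhibition above about 50% at the single test dose, limit read from the data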;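 note: plate controls were DMSO with enzyme for no effect and no enzyme buffer wells for full effect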
HKDC1 inhibitor = HKDC1 (human) hexokinase inhibition | Q2TB90 | recombinant HKDC1, G6PDH/diaphorase resazurin coupled fluorescence | inhibition, % at 20 µM | actives 0.16% (n = 340,000) | AID 493160;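 active = inhibition above about 35% when tested at 20 µM, limit read from the data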;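 note: plate controls were DMSO wells with enzyme for no effect and DMSO wells lacking enzyme for full effect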
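System: Recombinant HKDC1 hexokinase | Amount: HKDC1 at 5 µg/mL | Reagent: Glucose with 1 mM ATP | Doses: Single 20 µM dose | Incubation: Reaction time 90 min, room temperature, protected from light | Signal: Coupled resazurin fluorescence, excitation 525 nm, emission 613 nm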
UBC13 inh = blocks human UBC13 polyubiquitin chain formation; inhibition, % at 20 µM; P61088; TR-FRET; actives 0.47% (n = 330,000); AID 485273; in the data active = inhibition above about 45%, passing the limit was not always enough
SENP6 inh = SENP6 protease inhibition | actives 1.8% (n = 330,000) | inhibition, % at 10 µM | Q9GZR1 | Recombinant SENP6 catalytic domain, aminoluciferin luminescence;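 active = inhibition above about 50% at the single tested dose, limit read from the data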;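 note: plate controls were DMSO wells with enzyme for no effect and DMSO wells lacking enzyme for full effect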
Target sequence (Q9GZR1 628-1112 limits assumed): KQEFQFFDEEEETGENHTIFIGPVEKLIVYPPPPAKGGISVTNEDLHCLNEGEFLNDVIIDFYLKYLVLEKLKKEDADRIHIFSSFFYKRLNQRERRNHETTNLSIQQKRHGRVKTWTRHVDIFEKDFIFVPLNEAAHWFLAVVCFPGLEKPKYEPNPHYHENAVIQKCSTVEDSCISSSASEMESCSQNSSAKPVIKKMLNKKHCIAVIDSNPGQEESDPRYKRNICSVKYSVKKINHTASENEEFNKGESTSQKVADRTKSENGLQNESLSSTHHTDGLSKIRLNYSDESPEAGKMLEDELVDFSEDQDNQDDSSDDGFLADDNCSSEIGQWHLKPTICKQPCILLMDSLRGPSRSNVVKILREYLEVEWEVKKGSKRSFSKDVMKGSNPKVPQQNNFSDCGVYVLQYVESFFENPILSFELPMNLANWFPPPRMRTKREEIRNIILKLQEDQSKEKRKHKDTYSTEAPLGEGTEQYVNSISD
SENP8 block-2 = SENP8 protease inhibition; AID 2540; actives 1.2% (n = 330,000); inhibition, % at 10 µM; purified SENP8, Z-RLRGG-aminoluciferin cleavage, luminescence; in the data active = inhibition above about 50%
The depositor's hits bear a star; nt = no result given.

SMILES	SENP1 FRET inh	SENP8 block-1	PfGluPho inh	beta cell repl	SENP7 inh	HKDC1 inhibitor	UBC13 inh	SENP6 inh	SENP8 block-2
CCOc1ccc(NC(=O)C2=NN(c3ccccc3)C(=O)CC2)cc1S(=O)(=O)N1CCCCC1	0	15	13	-2	7	8	1	8	-2
Cc1ccccc1CNc1ccc(C(CC(N)=O)NC(=O)c2ccc(Br)cc2)cc1[N+](=O)[O-] (stereo not drawn)	4	14	-12	-9	-9	-4	-39	-13	-14
O=C(Nc1ccc(O)cc1)c1cc2n(n1)C(C(F)(F)F)CC(c1ccco1)N2 (stereo not drawn)	4	38	-19	0	7	5	-1	-15	2
CC(CCN1CCN(c2ccc(F)cc2)CC1)c1ccccc1 (stereo not drawn)	1	7	-7	-2	-7	-2	-4	-18	-7
O=C(COC(=O)/C=C/c1ccc(Br)o1)Nc1cccc(S(=O)(=O)N2CCOCC2)c1	-8	5	34	-2	-12	4	-28	-27	-6
Cc1ccc2nc(NCCc3ccc(Cl)cc3)c3nncn3c2c1	-47	-169	12	-1	3	0	0	-2	-1
Cc1ccccc1NC(=O)c1c(Cl)nc(C)c(Cl)c1C	1	15	11	0	6	1	5	7	7
O=C(NCCc1ccccc1)/C(=C\c1cccc([N+](=O)[O-])c1)NC(=O)c1ccco1	-4	1	5	0	3	-4	1	-9	0
CCC(NC(=O)CNC(=O)c1ccc2c(c1)OCO2)c1ccc(Br)cc1 (stereo not drawn)	0	8	-15	-2	-2	5	2	-6	6
c1ccc(SCc2nc3ccccc3[nH]2)nc1	-4	4	-8	-4	-7	4	4	-19	-5
Cc1cccc2[nH]c(CCNC(=O)C3CCC(=O)N(CCc4cccc(F)c4)C3)nc12 (stereo not drawn)	-2	12	-3	-2	7	-2	0	-12	-5
COC(=O)CNC(=O)C1Cc2ccccc2CN1S(=O)(=O)c1cccs1 (stereo not drawn)	0	12	-7	4	-7	-7	3	-26	-6
COCCNC(=O)COc1cc(=O)n(C)c2ccccc12	1	15	-4	-3	7	-9	10	-4	7
Cc1ccc(S(=O)(=O)N/N=C(\c2ccccc2)c2cccnc2)cc1	1	6	-17	-2	1	-5	1	6	-1
NS(=O)(=O)c1ccc(CCNC(=O)CCCn2c(SCC(=O)N3CCCC3)nc3ccsc3c2=O)cc1	-1	-5	4	4	10	-9	-2	-2	-4
CCCC(=O)NCCSC	-9	7	-9	-1	-12	9	-1	-6	-9
O=C(Nc1ccccc1)C1=C[C@H](C2CCCCC2)C[C@H](OCc2ccc(CO)cc2)O1	4	7	12	-7	-6	1	22	-9	-7
COc1cccc(CNC(=O)CCCNS(=O)(=O)c2cccs2)c1	-1	5	-19	-2	1	1	5	-1	4
COC(=O)c1nn(-c2ccccc2)c(=O)cc1Oc1ccccc1	3	9	-7	-2	9	-7	-9	-2	-2
CCOC(=O)c1cc(S(=O)(=O)N2CCN(c3ccccc3OC)CC2)cn1C	1	7	-5	-3	7	-3	-2	-1	-10
O=C1NC(NS(=O)(=O)c2ccccc2)(C(F)(F)F)C(=O)N1Cc1ccccc1 (stereo not drawn)	2	13	-11	-2	7	-8	-5	0	-1
CC1CCN(S(=O)(=O)c2ccc3c(ccn3CCC(=O)NC(C)C)c2)CC1	2	6	-3	-2	7	4	1	-3	5
O=C(CN1NS(=O)(=O)c2ccccc2C1=O)Nc1ccccc1OC(F)F	-1	24	-4	-4	5	-15	7	-16	0
CCCCN(C(=O)c1ccc(S(=O)(=O)N(CC)CC)cc1)c1c(N)n(CCC)c(=O)[nH]c1=O	0	-2	-8	0	2	-4	0	3	7
COc1ccccc1NC(=O)CC1S/C(=N/N=C2\CCCc3ccccc32)NC1=O (stereo not drawn)	0	8	-14	-3	-1	4	-16	0	-6
C[C@H](O)[C@@H]1C(=O)N2CCc3ccc(N4CCOCC4)cc3[C@@H]2C[C@@H]1N(C)S(=O)(=O)c1ccccc1	-1	-18	3	nt	nt	-4	nt	nt	nt
CSc1ncccc1C(=O)Nc1ccc2c(c1)OCCO2	2	15	3	-4	-14	-7	-10	-27	-14
CC1Cn2c(nc3c2c(=O)[nH]c(=O)n3C)O1 (stereo not drawn)	1	18	-25	-1	3	-12	4	-3	1
O=C(CN1N=C(c2ccccc2)CCC1=O)NCc1ccco1	nt	nt	nt	1	-5	nt	15	-18	-6
Cc1nc2nc[nH]n2c(=O)c1CCC(C)C	1	9	-2	-2	6	-3	-5	8	2
CCOc1cc(CNc2nn[nH]n2)ccc1OCC(=O)NC(C)(C)C	3	3	0	2	3	-4	-2	5	10
CCOc1ccc(-c2c(=O)n(OCc3ccccc3Br)c3ccccc3[n+]2[O-])c(OCC)c1	-12	-30	20	-4	0	0	5	7	2
CN(C)c1c(N)[nH]c2c(c1=O)c(=O)n(C)c(=O)n2C	1	11	7	3	1	15	19	-13	-7
Cn1ncc(N=Cc2ccccc2[N+](=O)[O-])c1C(N)=O	2	-5	43	1	-9	1	-16	-7	-1
Cc1ccc(S(=O)(=O)NCCCCCC(N)=O)cc1	2	-2	0	0	1	-2	4	-2	-4
COc1ccc(N(CC(=O)N/N=C/c2ccc3c(c2)OCO3)S(=O)(=O)c2ccccc2)cc1	nt	nt	nt	0	-3	nt	-4	2	3
CNC(=O)C1CC(=O)N(CCc2ccccc2)C(=Nc2ccc(OC)cc2)S1 (stereo not drawn)	2	10	-6	1	-6	-2	-4	-12	-4
Clc1cc(Cl)c2nc(N3CCCC3)sc2c1	2	8	8	-2	36	-5	-12	-1	29
Cc1cc(C)c(S(=O)(=O)/N=C2\C=CC(=O)C(Cl)=C2)c(C)c1	-33	10	21	-5	9	19	-9	-4	3
CCOC(=O)c1ccc(N2Cc3ccccc3C2=NC(=O)c2cccc([N+](=O)[O-])c2)cc1	0	12	11	-4	-8	0	-2	28	0

A draw from above in order of length of the SMILES, low to high.
SMILES	SENP1 FRET inh	SENP8 block-1	PfGluPho inh	beta cell repl	SENP7 inh	HKDC1 inhibitor	UBC13 inh	SENP6 inh	SENP8 block-2
Cc1nc2nc[nH]n2c(=O)c1CCC(C)C	1	9	-2	-2	6	-3	-5	8	2
Cc1ccc(S(=O)(=O)NCCCCCC(N)=O)cc1	2	-2	0	0	1	-2	4	-2	-4
CC1Cn2c(nc3c2c(=O)[nH]c(=O)n3C)O1 (stereo not drawn)	1	18	-25	-1	3	-12	4	-3	1
Cn1ncc(N=Cc2ccccc2[N+](=O)[O-])c1C(N)=O	2	-5	43	1	-9	1	-16	-7	-1
CN(C)c1c(N)[nH]c2c(c1=O)c(=O)n(C)c(=O)n2C	1	11	7	3	1	15	19	-13	-7
O=C(CN1NS(=O)(=O)c2ccccc2C1=O)Nc1ccccc1OC(F)F	-1	24	-4	-4	5	-15	7	-16	0
CNC(=O)C1CC(=O)N(CCc2ccccc2)C(=Nc2ccc(OC)cc2)S1 (stereo not drawn)	2	10	-6	1	-6	-2	-4	-12	-4
CC1CCN(S(=O)(=O)c2ccc3c(ccn3CCC(=O)NC(C)C)c2)CC1	2	6	-3	-2	7	4	1	-3	5
COc1ccccc1NC(=O)CC1S/C(=N/N=C2\CCCc3ccccc32)NC1=O (stereo not drawn)	0	8	-14	-3	-1	4	-16	0	-6
CCOc1ccc(-c2c(=O)n(OCc3ccccc3Br)c3ccccc3[n+]2[O-])c(OCC)c1	-12	-30	20	-4	0	0	5	7	2
COc1ccc(N(CC(=O)N/N=C/c2ccc3c(c2)OCO3)S(=O)(=O)c2ccccc2)cc1	nt	nt	nt	0	-3	nt	-4	2	3
CCCCN(C(=O)c1ccc(S(=O)(=O)N(CC)CC)cc1)c1c(N)n(CCC)c(=O)[nH]c1=O	0	-2	-8	0	2	-4	0	3	7
C[C@H](O)[C@@H]1C(=O)N2CCc3ccc(N4CCOCC4)cc3[C@@H]2C[C@@H]1N(C)S(=O)(=O)c1ccccc1	-1	-18	3	nt	nt	-4	nt	nt	nt

(further entries)
SMILES	SENP1 FRET inh	SENP8 block-1	PfGluPho inh	beta cell repl	SENP7 inh	HKDC1 inhibitor	UBC13 inh	SENP6 inh	SENP8 block-2
O=C(CNC(=O)c1ccco1)N/N=C/c1c[nH]c2ccccc12	3	13	0	-3	-9	-13	4	15	-2
O=C(Nc1cccc(-c2ccc(N3CCOCC3)nn2)c1)c1ccccc1	0	-18	8	-4	26	-7	1	27	5
Cc1ccc(/C=C/C(=O)O)cc1S(=O)(=O)Nc1ccc(C(=O)O)cc1	0	10	8	-1	0	-3	-4	-3	-3
CC(=O)OCC1(C)CN(c2ccccc2)N(C(=O)c2ccc(F)cc2)C1=O (stereo not drawn)	3	17	23	-4	1	22	6	-1	3
COc1ccc(-c2[nH]n(-c3ccc([N+](=O)[O-])cc3)c(=O)c2C=NCc2ccncc2)cc1	14	31	-2	-6	-1	1	-29	2	-9
O=S(=O)(NCCCCNS(=O)(=O)c1ccc(F)cc1)c1ccc(F)cc1	3	8	9	3	-1	-4	-1	-10	-7
O=C(CN(Cc1ccco1)C(=O)CNS(=O)(=O)c1ccc(Cl)cc1)NCC1CCCO1 (stereo not drawn)	2	7	-14	-3	7	-5	-4	8	5
Cc1ccccc1C(=O)NNc1ncnc2c1cnn2C	0	9	2	4	3	-1	8	2	3
CCNS(=O)(=O)c1ccc(CCC(=O)N2CCN(c3ccc(OC)cc3)CC2)cc1	1	20	1	2	3	-7	0	-21	4
Cc1ccc(NC(=O)CSc2nc(N)cc(=O)[nH]2)cc1S(=O)(=O)N1CCCCCC1	1	12	-32	-2	5	0	8	-1	10
CC1CCN(C(=O)C(=O)c2cn(CC(=O)N3CCCCCC3)c3ccccc23)CC1	-1	-18	-10	-2	-15	2	-4	-8	-11
Cc1ccc(-c2nn(CCC(=O)O)cc2CCC(=O)O)cc1	2	4	-12	-4	-8	-4	1	-6	-11
O=c1[nH]c(-c2cccnc2)nc2ccccc12	-19	1	9	-1	-1	1	0	-3	2
CCOC(=O)C(C#N)(Cc1cc(OC)cc(OC)c1)Cc1cc(OC)cc(OC)c1	2	9	19	2	-3	0	13	5	3
Cc1ccc(S(=O)(=O)N2CCOCC2)cc1NC(=O)CSc1nc(N)cc(N)n1	0	2	-17	0	1	1	1	2	1
Cc1ccc(C(=O)O/N=C(\N)Cc2cccc3ccccc23)cc1	5	4	-17	-7	-12	-2	-53	-20	0
CCO[C@H]1OC(C(N)=O)=C[C@@H](c2ccc(Br)cc2)[C@@H]1CCCO	3	9	-11	-1	-9	-1	-2	-8	-18
C/C(=N/OC(=O)CC(C)C)c1cc(-c2ccc(Cl)cc2)no1	1	6	-7	-3	6	2	-2	-1	4

High-throughput results deposited in PubChem BioAssay by Sanford-Burnham Center for Chemical Genomics.
